Compound activity as filed in PubChem.
N-glyco inh = N-linked glycosylation inhibition; reporter increase, % at 12.5 µM; 0.23% of 360,000 active; D54 ERlucT glycosylation luciferase reporter, 24 h; percent of 100 nM tunicamycin response;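 active = mean luciferase reporter signal, scaled so untreated is 0 and the glycosylation-blocking control 100, at or above a set limit in every replicate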;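 also: luciferase carries N-glycosylation sites so blocking glycosylation raises the light; 0% = median of neutral control wells and 100% = median of 100 nM tunicamycin wells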
MC4R barr agon = human MC4R agonism via beta-arrestin. P32245. U2OS MC4R beta-arrestin complementation, luminescence; percent of melanotan II response, DMSO zero. activation, % at 8.9 µM. 0.98% of 360,000 active;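 active = activation above a per-plate cutoff, the mean activation of sample wells on that plate plus 3 SD, cut at about 8% in these data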
Target sequence (P32245 whole entry, looked up): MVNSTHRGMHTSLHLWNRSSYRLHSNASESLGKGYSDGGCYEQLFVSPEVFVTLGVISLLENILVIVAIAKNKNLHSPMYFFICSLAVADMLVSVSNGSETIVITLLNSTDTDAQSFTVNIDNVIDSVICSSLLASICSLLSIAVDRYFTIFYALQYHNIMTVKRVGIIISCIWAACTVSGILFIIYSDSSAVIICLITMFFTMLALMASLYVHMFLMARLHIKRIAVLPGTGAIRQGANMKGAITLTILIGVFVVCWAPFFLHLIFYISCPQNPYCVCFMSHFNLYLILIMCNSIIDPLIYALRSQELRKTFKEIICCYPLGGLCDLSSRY
H9c2 protect = protects H9c2 cardiomyocytes from peroxide injury. H2O2 injury protection, ATPLite, 2 h. protection from H2O2 cell death, % at 20 µM. 0.63% of 360,000 active. AID 588492;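 active = compounds giving at least 50% protection of heart cells from peroxide-induced death in the single-dose screen, raw or plate-pattern-corrected value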;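 also: 0% = DMSO wells with peroxide and 100% = DMSO wells without peroxide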
ABCB6 inh 2 = inhibitors of human ABC transporter ABCB6. AID 602162. K562-ABCB6 porphyrin accumulation, flow cytometry, 1 h; active compounds read low. fluorescence ratio to DMSO, % at 10 µM. 0.19% of 360,000 active;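 active = fluorescence ratio to DMSO below 75%, the collection mean minus 3 SD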;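 also: signal is porphyrin accumulated inside mitochondria; 100% equals median channel fluorescence of DMSO control wells; lower ratio means ABCB6 inhibition with less porphyrin fluorescence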
ABHD5 PLIN5 PPI = ABHD5-PLIN5 protein interaction inhibition; AID 602281; Q00G26+Q8WTS1; Split G. princeps luciferase complementation, luminescence, 4 h; 0.78% of 360,000 active; inhibition, % at 4 µM;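 active = inhibition above the mean inhibition across every tested compound plus 3 SD, cut at about 22% in these data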;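 also: 0% = DMSO only wells and the 100% control is not disclosed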
Exocytosis inh = lytic granule exocytosis inhibition; TALL-104 LAMP-1 surface exposure, flow cytometry; cells stimulated with thapsigargin and PMA; inhibition, % at 10 µM; 0.66% of 360,000 active; AID 651702;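 active = inhibition above about 55%, limit read from the data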
aDG glyco act = alpha-DG glycosylation activation; activation, % at 10 µM; Pro5-aDG cells, alpha-DG glycosylation AlphaScreen (IIH6); 0% Pro5, 100% B10-LARGE cell signal; 0.22% of 360,000 active;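 active = activation of at least 8% versus controls, or a plate z-score of at least 8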;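 also: Pro5 are CHO cells carrying HIG-tagged alpha-DG that lacks glycosylation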
m5-HT2A agonist = activates the mouse 5-HT2A serotonin receptor; CHO-K1 mHTR2A beta-arrestin complementation, luminescence; percent of 30 µM serotonin response; P35363; activation, % at 7.6 µM; 0.66% of 360,000 active;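 active = activation above a run cutoff, the mean activation of all tested compounds plus 3 SD, cut at about 14% in these data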;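 also: 0% = plate median of compound wells and 100% = 30 µM serotonin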
Target sequence (P35363 whole entry, looked up): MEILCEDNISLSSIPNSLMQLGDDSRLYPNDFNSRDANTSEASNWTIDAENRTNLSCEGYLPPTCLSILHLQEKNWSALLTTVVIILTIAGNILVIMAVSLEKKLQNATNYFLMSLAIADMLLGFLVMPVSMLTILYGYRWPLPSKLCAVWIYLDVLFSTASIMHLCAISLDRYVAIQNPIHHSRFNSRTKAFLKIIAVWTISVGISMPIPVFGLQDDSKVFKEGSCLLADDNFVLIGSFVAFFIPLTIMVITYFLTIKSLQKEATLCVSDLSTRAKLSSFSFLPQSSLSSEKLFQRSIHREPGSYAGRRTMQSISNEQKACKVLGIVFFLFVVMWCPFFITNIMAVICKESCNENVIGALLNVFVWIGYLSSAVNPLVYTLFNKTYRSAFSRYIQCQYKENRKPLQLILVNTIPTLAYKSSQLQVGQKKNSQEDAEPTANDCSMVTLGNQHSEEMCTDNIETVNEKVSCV
MC4R antagonist = human MC4R antagonism in cAMP assay. P32245. MC4R-expressing cells, MTII-stimulated cAMP, LANCE TR-FRET. inhibition, % at 6.5 µM. 0.48% of 360,000 active;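 active = inhibition above its plate's cutoff, the mean of tested wells on that plate plus 3 SD, cut at about 29% in these data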;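 also: 0% = Melanotan II alone and 100% = Melanotan II plus saturating MCL0020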
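material = U2OS cells stably expressing human melanocortin 4 receptor (MC4R) | also added = Melanotan II challenge | dosing = single nominal compound dose of 6.5 µM | detection = TR-FRET with Eu-cAMP and labeled anti-cAMP, 671 nm | replication = singlicate | timing = compound 30 min, challenge 1 h, detection 1 h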
hiPSC survival = increases survival of single human iPS cells. hiPSC single-cell survival, ATPlite luminescence; 100% = ROCK inhibitor wells, 0% = DMSO. AID 602274. 0.044% of 360,000 active. survival enhancement, % at 20 µM; in the data active = survival enhancement above about 18%;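 also: cells exposed to compounds for 16 hours before the ATP read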
The depositor's hits bear a star; / = not tested or not shown.

SMILES	N-glyco inh	MC4R barr agon	H9c2 protect	ABCB6 inh 2	ABHD5 PLIN5 PPI	Exocytosis inh	aDG glyco act	m5-HT2A agonist	MC4R antagonist	hiPSC survival
Cc1cccc(CCNS(=O)(=O)c2ccc3c(c2)n(C)c(=O)c(=O)n3C)c1	0	-0.4	8	96	3	-2	-0.3	3	1	0.4
CCOC(=O)C(C)n1cnc2scc(-c3ccc(C)c(C)c3)c2c1=O (stereo not drawn)	-2	-1.4	6	94	-5	-7	0.1	-5	1	1.1
Cc1c(C(=O)Nc2ccc3oc(-c4cccnc4)nc3c2)oc2ccccc12	30*	5.5	2	88	4	0	0.3	-2	1	2.3
O=C(CSCCO)Nc1cccc2ccccc12	2	0.3	6	89	2	-1	0.0	6	14	-0.9
Cc1cc(NC(=O)CCC(=O)N(Cc2ccco2)C(C(=O)NCC2CCCO2)c2ccncc2)no1 (stereo not drawn)	0	-0.3	-11	103	2	-2	-0.2	0	1	-0.1
Cc1cc(C(C)(C)C)oc1C(=O)N(CC(=O)NC1CCCC1)Cc1ccc(F)cc1	1	2.2	-4	97	1	6	0.6	3	0	-0.1
CCN(CC(=O)Nc1cc(Cl)ccc1C)C(=O)COc1cccc2c1OC(C)(C)C2	2	-3.2	-3	101	-8	-2	0.2	-10	1	-0.4
O=C(CSc1ccc(-c2cccc([N+](=O)[O-])c2)nn1)NC1CCCC1	-4	-1.0	0	103	-1	-4	0.3	2	-4	-0.1
COc1ccc(OC)c(S(=O)(=O)Nc2ccc(-c3ccc4nncn4n3)cc2)c1	3	-2.8	14	99	2	-1	-0.1	3	4	0.6
CC(CNC(=O)COC(=O)c1ccco1)c1ccccc1 (stereo not drawn)	2	0.0	1	100	3	-1	0.1	-2	8	0.1
COc1ccc(NS(=O)(=O)c2ccc(-c3coc(C)n3)cc2)c(OC)c1	2	0.0	-6	99	8	8	0.2	5	8	-0.4
O=C(NC1CCCc2ccccc21)C1CCN(S(=O)(=O)c2ccccc2)CC1 (stereo not drawn)	-8	0.1	9	100	-1	6	-0.1	2	15	2.7
Cc1ccc(NC(=O)CCNC(=O)Nc2ccccc2)cc1S(=O)(=O)N(C)C	1	-1.6	0	100	0	-8	-0.1	6	-1	1.8
O=C(NCC(=O)N(c1ccccc1F)C(C(=O)NC1CCCC1)c1cccnc1)c1ccco1 (stereo not drawn)	-1	-1.3	-1	90	-3	-7	-0.1	5	10	0.1
CCCNC(=O)C1CNc2ccccc2O1 (stereo not drawn)	2	-1.5	11	93	1	-1	0.0	4	2	0.8

Complete entries, quoted from the list:
Cc1cccc(CCNS(=O)(=O)c2ccc3c(c2)n(C)c(=O)c(=O)n3C)c1 is listed as N-glyco inh = 0; MC4R barr agon = -0.4; H9c2 protect = 8; ABCB6 inh 2 = 96; ABHD5 PLIN5 PPI = 3; Exocytosis inh = -2; aDG glyco act = -0.3; m5-HT2A agonist = 3; MC4R antagonist = 1; hiPSC survival = 0.4
CC(CNC(=O)COC(=O)c1ccco1)c1ccccc1 (stereo not drawn) is listed as N-glyco inh = 2; MC4R barr agon = 0.0; H9c2 protect = 1; ABCB6 inh 2 = 100; ABHD5 PLIN5 PPI = 3; Exocytosis inh = -1; aDG glyco act = 0.1; m5-HT2A agonist = -2; MC4R antagonist = 8; hiPSC survival = 0.1

Other compounds.
SMILES	N-glyco inh	MC4R barr agon	H9c2 protect	ABCB6 inh 2	ABHD5 PLIN5 PPI	Exocytosis inh	aDG glyco act	m5-HT2A agonist	MC4R antagonist	hiPSC survival
Cc1ccc(OCC(=O)NCCCNC(=O)c2ccco2)cc1C	-1	0.4	2	97	1	-15	0.0	-1	-6	0.9
COc1ccc(N=Nc2cc(-c3ccccc3)ccc2O)cc1	0	-2.7	-9	93	1	-5	-0.3	0	4	0.1
Cc1ccsc1C(=O)OCC(=O)NCC1CCCO1 (stereo not drawn)	4	-1.7	4	106	-5	0	0.2	18*	-7	0.5
COc1cc(=O)n(C)c2c(OCC3OC(C)(C)OC3(C)C)cccc12 (stereo not drawn)	-1	0.6	2	98	6	8	-0.4	-2	2	0.2
Cc1ccc(Sc2cc(C(=O)c3ccccc3C(=O)O)ccc2[N+](=O)[O-])cc1	1	0.5	1	88	-9	2	-0.1	-7	-7	-0.8
O=C(CSc1nnc(-c2ccc(Cl)cc2)n1-c1ccc(Cl)cc1)N/N=C/c1ccco1	1	2.4	17	118	-1	6	0.0	1	4	2.4
CCCCCCOC(=O)/C=C/c1c(C)[nH]c(=O)[nH]c1=O	-7	-1.0	-13	101	4	-5	0.3	4	5	6.6
COc1ccc(-c2nc(NC(=O)c3ccc(OCC(=O)Nc4ccc(F)cc4)c(OC)c3)sc2C)cc1	-9	45*	22	86	-14	3	1.6	-1	4	0.0
O=C(N[C@@H]1CC[C@@H](CCNS(=O)(=O)c2ccc(Cl)cc2)O[C@@H]1CO)c1cccnc1	/	/	/	/	1	0	0.0	-6	/	/
O=C(CC1S/C(=N/N=C/c2ccco2)NC1=O)Nc1ccccc1 (stereo not drawn)	3	-1.3	5	94	-9	11	0.0	0	7	-0.3
Cc1c(Cl)cccc1NC(=S)N(CCCN1CCOCC1)Cc1ccco1	2	0.9	-3	89	-7	2	-0.3	-4	3	0.7
C[C@H](NC(=O)[C@H](Cc1ccccc1)n1c(=O)[nH]c2ccccc2c1=O)C(=O)N1CCC[C@H]1C(=O)O	0	1.1	5	96	2	-1	-0.2	2	-1	-1.8
CC(OC(=O)c1ccc2c(c1)OCCO2)C(=O)c1ccccc1 (stereo not drawn)	-11	-0.2	-6	106	-5	10	-0.1	10	7	-0.6
Cc1ccc(C(=O)NCC(=O)OCCOc2ccccc2Cl)cc1	0	2.7	-4	95	8	2	0.0	-2	4	-0.2
CC(C)(C)c1nc2ccc(Cl)cn2c1CC1CCCCC1	2	/	2	101	7	-2	0.3	3	/	0.7
CCN(CC)CCNC(=O)c1ccc(NC(=O)/C=C/c2cc(OC)c(OC)c(OC)c2)cc1	4	-3.6	-1	92	6	-5	-0.2	-7	-13	-0.9
Cc1ccc(S(=O)(=O)N2C[C@]3(O)C[C@@H]4C(=O)N(c5ccccc5)C(=O)[C@@H]4C[C@]3(OC(=O)NC3CC3)C2)cc1	1	-1.2	-2	101	1	4	-0.1	-4	7	1.3
NC(=O)C12C(=O)NC(=O)C1(C(=O)O)C21CCCC1 (stereo not drawn)	2	-1.1	13	92	-2	-1	0.0	-1	-1	-0.7
COC(=O)c1cn(NC(=O)c2ccc(F)cc2)c(=O)c2ccccc12	1	-0.4	4	100	-3	-2	-0.4	-2	12	-3.8
Cc1cc(Br)cc(Cl)c1OC(=O)c1cnccn1	1	0.1	-3	97	-1	-9	-0.1	-4	25	-0.3
COc1ccc(/C=N/n2c(SC)nnc2-c2ccccc2)c(OC)c1OC	11	-1.8	10	89	-2	5	-0.2	-2	-19	-0.4
C=CCN1C(=O)C(CC(=O)NCC)SC1=Nc1ccccc1CC (stereo not drawn)	0	-1.5	-8	97	3	-7	0.0	8	10	1.4
O=C(COC(=O)c1ncc(Cl)c(Cl)c1Cl)NNC(=O)c1ccccc1	3	0.5	-3	94	1	-2	0.1	8	10	0.5
COc1cccc(-c2cc(C(F)(F)F)nc(N3CCN(c4ccccc4)CC3)n2)c1	-3	-0.1	-7	94	0	-1	-0.1	-2	14	-0.3
O=C(NCCc1c[nH]c2ccccc12)/C(=C\c1cccnc1)NC(=O)c1cccs1	2	-1.4	6	99	2	-1	-0.1	-4	1	-0.7
CC(Oc1cc2oc(=O)cc(-c3ccccc3)c2cc1Cl)C(=O)NCC1CCC(C(=O)O)CC1 (stereo not drawn)	1	-1.1	1	97	7	-4	-0.1	9	12	0.5
Cc1cc(C)cc(-n2c(C)cc(C(=S)N3CCOCC3)c2C)c1	-2	0.1	3	99	-5	-4	0.2	8	12	0.0
O=C1NC2=C(C(=O)CCC2)C(c2ccc([N+](=O)[O-])cc2)N1 (stereo not drawn)	3	1.9	0	92	-1	8	0.1	4	20	0.4
CCOc1ccc(OCCC(=O)N2CCN(S(=O)(=O)c3ccc(OCC)cc3)CC2)cc1	1	4.1	-5	97	-7	-4	0.0	4	0	-0.4
COc1ccc(CNC(=O)COC(=O)c2n[nH]c3ccccc23)cc1	-2	-1.5	-1	97	-4	3	0.3	0	0	-0.4
CN(Cc1ccccc1)C(=O)c1nc2ccccn2c1CN1CCC(N2CCOCC2)CC1	3	-1.9	4	92	0	7	0.0	0	-2	-0.6
COc1cc(C(O)P(=O)(OCC(C)C)c2ccc(N(C)C)cc2)cc(OC)c1OC (stereo not drawn)	-1	0.1	-1	92	5	-4	0.1	-1	-1	1.0
COc1ccc(-c2ccc(CN3C(C)C(=O)N(Cc4cn(Cc5ccco5)nn4)CCS3(=O)=O)cc2)cc1 (stereo not drawn)	-6	-1.4	-10	95	5	0	-0.1	0	3	-2.3
CC(=O)Nc1ccc(S(=O)(=O)NCc2ccc(C(=O)NCc3ccc(Cl)cc3)cc2)cc1	-4	3.6	-8	100	-1	2	0.0	-6	6	1.3
CCOC(=O)C1CCN(C(=O)c2ccc3c(Cl)c4c(nc3c2)CCCC4)CC1	0	-0.1	2	101	2	1	0.8	0	0	-0.4
N#CC(=C1CCCC1)c1nc(-c2ccc(Cl)cc2)cs1	-3	-1.3	-13	95	-4	0	-0.2	0	5	0.5
CC(=O)Nc1ccc(S(=O)(=O)NCC(=O)NNC(=O)c2csc(N3CCOCC3)n2)cc1	0	-1.8	8	96	-2	-5	-0.4	-7	1	-0.2
CCCCN1C(=N)N([C@@H](CCC)CN2CCC[C@H]2CN2C(N)=NC[C@H]2C(C)C)C[C@H]1[C@H](C)CC	1	-2.2	9	97	6	11	-0.1	-2	-4	-0.5
